Screening results from PubChem BioAssay.
RAD54 branch – inhibitors of human RAD54 branch migration, primary screen, biochemical, fluorescence, single point; RAD54 Holliday junction branch migration, FAM/BHQ fluorescence; 360,000 tested, 0.14% active; DNA repair and recombination protein RAD54-like (Homo sapiens), Q92698; AID 602329, 2012; inhibition, % at 10.4 µM;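 active = mean normalized replicate activity at least 40 and at least half of replicates scoring 40 or more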;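 also: 0% = median of neutral control wells and 100% = median of positive control wells; inhibitors cause a drop in the FAM fluorescence signal; in these data hits start at about 50%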
Target sequence (Q92698 whole entry, looked up): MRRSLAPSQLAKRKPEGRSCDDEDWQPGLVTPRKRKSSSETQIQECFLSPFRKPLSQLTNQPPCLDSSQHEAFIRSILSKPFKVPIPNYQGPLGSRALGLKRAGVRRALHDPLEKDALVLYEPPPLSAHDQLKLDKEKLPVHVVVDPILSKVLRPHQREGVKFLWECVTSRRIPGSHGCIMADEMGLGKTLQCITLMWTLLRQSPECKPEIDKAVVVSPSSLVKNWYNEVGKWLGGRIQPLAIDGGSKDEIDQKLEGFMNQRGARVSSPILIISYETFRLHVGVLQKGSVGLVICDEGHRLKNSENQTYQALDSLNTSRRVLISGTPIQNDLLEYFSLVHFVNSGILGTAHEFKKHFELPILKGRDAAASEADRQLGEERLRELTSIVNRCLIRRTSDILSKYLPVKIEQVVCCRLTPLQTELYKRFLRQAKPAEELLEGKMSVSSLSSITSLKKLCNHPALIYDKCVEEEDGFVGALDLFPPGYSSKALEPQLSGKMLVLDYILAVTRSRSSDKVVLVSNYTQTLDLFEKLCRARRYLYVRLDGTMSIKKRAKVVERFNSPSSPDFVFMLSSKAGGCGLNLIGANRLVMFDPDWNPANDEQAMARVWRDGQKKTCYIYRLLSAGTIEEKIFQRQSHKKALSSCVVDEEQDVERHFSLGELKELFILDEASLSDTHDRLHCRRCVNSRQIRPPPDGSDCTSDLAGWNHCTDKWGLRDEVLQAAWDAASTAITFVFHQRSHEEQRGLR
* marks the source's active call; other numbers are inactive results. A portion of the library, so the mix of outcomes need not match the whole.

entry	SMILES	RAD54 branch
1	COc1ccc(-c2nnn(CC(=O)Nc3ccc4c(c3)OCCO4)n2)cc1OC	-2
2	O=c1/c(=C\c2cccn2-c2ccccc2)sc2nc3ccccc3n12	6
3	COc1ccc(N(CC(=O)NC2CCCC2)C(=O)c2ccc(N3CCCCC3)nc2)cc1	1
4	CCc1ccc(-c2nc(CSCC(=O)NCCCN3CCCC3=O)c(C)o2)cc1	-1
5	CC(C)CC(=O)c1c[nH]c(C(=O)NCCCN2CCOCC2)c1	6
6	O=C(C1CCCO1)N1CCN(S(=O)(=O)c2cccc3nsnc23)CC1 (configuration not stated)	-2
7	C=CCn1c(SCC(=O)NC(=O)NCc2ccco2)nc2sc(CC)cc2c1=O	-7
8	CCCNC(=O)C1CN(S(=O)(=O)c2ccccc2)CCN1S(=O)(=O)c1ccccc1 (configuration not stated)	-4
9	CC(C)n1c(=NC(=O)c2ccco2)c(C#N)cc2c(=O)n3ccccc3cc21	-1
10	CCOC(=O)n1c(=O)n(Cc2ccccc2Cl)c2ccccc21	7
11	O=C(NCc1cccs1)C1CCN(S(=O)(=O)c2ccc3c(c2)OCCO3)CC1	2
12	C=CCn1nnnc1SCC(=O)Nc1ccccc1C(=O)OC	9
13	c1coc(CNc2nc(N3CCCCC3)nc3ccccc23)c1	-8
14	CC1=C(C(N)=O)C(c2ccc(Cl)cc2)NC(=O)N1 (configuration not stated)	5
15	Cc1ccc(NC(=O)CSc2nccc(=O)[nH]2)c(S(=O)(=O)N2CCOCC2)c1	1

Reformatted: three of the compounds above.
12	C=CCn1nnnc1SCC(=O)Nc1ccccc1C(=O)OC
  RAD54 branch = 9

13	c1coc(CNc2nc(N3CCCCC3)nc3ccccc23)c1
  RAD54 branch = -8

14	CC1=C(C(N)=O)C(c2ccc(Cl)cc2)NC(=O)N1 (configuration not stated)
  RAD54 branch = 5

(next part)
entry	SMILES	RAD54 branch
16	CCOC(=O)C1(Cc2ccc(O)cc2)NC(c2ccccc2F)C2C(=O)N(C)C(=O)C21 (configuration not stated)	2
17	O=C(O)C1C2C=CC(C2)C1C(=O)OCC1CCCO1 (configuration not stated)	-1
18	CN(C)/C=C/C(=O)c1cccc(Cl)c1	-2
19	Cc1nc(N2CCN(C)CC2)c2c(C)c(C(=O)Nc3ccc(F)cc3)sc2n1	-9
20	Cc1ccccc1CSCC(=O)N/N=C/c1cccs1	-7
21	O=C(c1ccccc1-c1ccccc1)N1CCOCC1	-1
22	O=C(NCC(O)c1ccccc1)c1ccc(Cl)c(S(=O)(=O)N2CCCC2)c1 (configuration not stated)	0
23	COc1cc(S(=O)(=O)N2CCC(c3nc4ccccc4s3)CC2)ccc1S(=O)(=O)N1CC(C)CC(C)C1 (configuration not stated)	-6
24	N#Cc1nc(-c2ccc(Cl)cc2)oc1NCc1ccco1	1
25	CCC(=O)Nc1cc(C(=O)OCC(=O)c2ccccc2Cl)ccc1C	0
26	Cc1c(NC(=O)c2c(F)c(F)c(F)c(F)c2F)c(=O)n(-c2ccccc2)n1C	-1
27	CC(NC(=O)c1ccc(=O)oc1)c1ccccc1 (configuration not stated)	4
28	CC(C)CNC(=S)NNC(=O)c1csc2ccccc12	-2
29	CCc1nc2c(c(SC)nn2-c2ccccc2)c(N)c1C(=O)OC	-8
30	CO/N=C(/CNC(=O)c1ccc(Cl)cc1Cl)c1ccc(Cl)cc1	1

Reformatted: entries from further up
19. Cc1nc(N2CCN(C)CC2)c2c(C)c(C(=O)Nc3ccc(F)cc3)sc2n1
  RAD54 branch: -9

20. Cc1ccccc1CSCC(=O)N/N=C/c1cccs1
  RAD54 branch: -7

21. O=C(c1ccccc1-c1ccccc1)N1CCOCC1
  RAD54 branch: -1

22. O=C(NCC(O)c1ccccc1)c1ccc(Cl)c(S(=O)(=O)N2CCCC2)c1 (configuration not stated)
  RAD54 branch: 0

(further entries)
entry	SMILES	RAD54 branch
31	CC1(c2ccc3noc(-c4ccccc4)c3c2)OCCO1	1
32	Cc1cc(=O)[nH]c(SCC(=O)N2CCC(C(N)=O)CC2)n1	0
33	Cc1ccc(NC(=O)CC2NCCNC2=O)cc1 (configuration not stated)	-9
34	CCOC(=O)c1nnn(CC(=O)Nc2cccc(F)c2)c1C(=O)OCC	-2
35	CCN1CCn2c1nc(N1CCCCC1)nc2=O	-1
36	N/C(=N\OC(=O)CCC1CCCCC1)c1ccc([N+](=O)[O-])cc1	-8
37	CCCCCC(=O)Nc1nc2ccccc2[nH]1	-6
38	CCC(C)(C(=O)NC1CCCCC1)N(CC1CCCO1)C(=O)CNC(=O)c1ccccc1 (configuration not stated)	-15
39	CCCCCn1c(=O)[nH]c2cc(C(=O)NCCN3CCCCC3C)ccc2c1=O (configuration not stated)	-2
40	CCNc1nc(N)nc(-c2cc(Cl)ccc2O)n1	5
41	COc1cc(/C=C/C(=O)c2ccc(Cl)s2)cc(OC)c1O	-4
42	COc1ccccc1CN1CCN(C(CC(C)C)c2nnnn2Cc2cccs2)CC1 (configuration not stated)	1
43	CCOc1ccc(Br)cc1CC(=O)O	-10
44	COc1ccc(CC(=O)Nc2cc(C)on2)cc1OC	7
45	O=C(/C=C/c1ccco1)NC(=S)Nc1ccc(N2CCOCC2)c(Cl)c1	-1

(listing goes on)
entry	SMILES	RAD54 branch
46	Cc1nnc(SCC(=O)Nc2ccc(Br)cn2)[nH]c1=O	-3
47	O=C(COC(=O)[C@H](Cc1ccccc1)NS(=O)(=O)c1ccccc1F)NC1CCCCC1	8
48	Clc1ccc(-c2nn3c(C4COc5ccccc5O4)nnc3s2)cc1 (configuration not stated)	9
49	COc1ccc2c(c1OC)C(=O)OC2CC(=O)c1ccc(N(C)C)cc1 (configuration not stated)	-1
50	COc1ccc(C(=O)Cn2c(=O)c(CCC(=O)O)nn3c4ccccc4nc23)cc1OC	6
51	CC1CCCCN1C(=O)Cn1cc(C#N)c2ccccc21 (configuration not stated)	9
52	COc1nc(OC)nc(N(C)CCO)n1	1
53	COC(=O)c1ccccc1NC(=O)CN(c1ccc(OC)cc1)S(C)(=O)=O	0
54	Cc1ccc(C)c(N2CCN(S(=O)(=O)c3ccc4c(c3)oc(=O)n4C)CC2)c1	5
55	COc1ccc(S(=O)(=O)Nc2cc(C(=O)NC3CCCCCC3)ccc2N2CCOCC2)cc1	-27
56	Cc1ccc(NC(=O)NNC(=O)Cn2nc(-c3ccccc3)c(-c3ccccc3)c(C#N)c2=O)cc1	-1
57	Cc1nc2nc(SCC(=O)C(C)(C)C)[nH]c2cc1Br	2
58	Cc1cc(N=Cc2c(O)ccc3ccccc23)no1	6
59	CCOC(=O)c1c(C)oc2cc(Br)c(OC(=O)N3CCOCC3)cc12	-4
60	O=C(CSc1nnnn1C1CCCCC1)NCc1cccc(C(=O)O)c1	16

Following part.
entry	SMILES	RAD54 branch
61	CCC(C)NC(=O)C(Cc1ccccc1)NS(=O)(=O)c1cccc2nsnc12 (configuration not stated)	-16
62	COc1ccccc1C(c1nnnn1Cc1ccccc1)N1CCN(C2CCCC2)CC1 (configuration not stated)	-5
63	Nc1ccc2nc(-c3ccccc3)sc2c1	-2
64	COc1ccc(S(=O)(=O)N2CCC(C(=O)NCC3CCCO3)CC2)cc1C (configuration not stated)	-4
65	Cc1ccc(-n2c(Cc3ccccc3)nnc2SCC(=O)NNC(=O)Cc2ccccc2)cc1	-2
66	Cc1cccc(S(=O)(=O)c2c(N)n(/N=C/c3ccccc3)c3nc4ccccc4nc23)c1	5
67	c1ccc(CNn2c(N3CCOCC3)nc3ccccc32)cc1	2
68	O=C(CSc1nnc(-c2ccco2)n1Cc1ccco1)NCc1ccccc1	-1
69	O=S(=O)(Nc1ccc(O)c(CN2CCCCC2)c1)c1ccccc1	-6
70	CCN1CCN(CCNC(=O)c2cn(Cc3ccccc3F)nn2)CC1	4
71	CCn1cc(C(=O)NCCc2ccccc2)c(=O)c2cc(F)c(N3CCN(C)CC3)cc21	-7
72	COc1ccccc1NC(=O)CSc1nnc(-c2ccco2)o1	1
73	O=C1NCCN1C(=O)N(c1ccccc1)c1ccccc1	-21
74	O=C(O)C(Cc1cn[nH]n1)=NO	-4
75	CCCOc1ccc(NC(=O)C2CC(=O)N(C(C)C)C2)cc1 (configuration not stated)	8

(cont.)
entry	SMILES	RAD54 branch
76	CCOc1ccc(N(CC(=O)NCc2ccccc2)S(C)(=O)=O)cc1	-3
77	COc1ccc(/C=N/NC(=O)c2nc(Cl)c(Cl)c(N)c2Cl)cc1COc1ccc(F)cc1F	5
78	CCOC(=O)c1c(-c2ccc(C)o2)csc1N	-8
79	CC(=O)OC(Cn1nc(C)cc1C)c1ccccc1 (configuration not stated)	-5
80	Cc1nnc(SCc2ccon2)n1-c1ccccc1	2
81	CC(=NC1CC1)C1=C(O)c2ccccc2C1=O	8
82	Cc1ccccc1Nc1nc(N)nc(CSc2nnc3sc4ccccc4n23)n1	1
83	O=C(NC(=S)NCCN1CCOCC1)c1ccc(Cl)cc1Cl	-1
84	CC(C)c1ccc(C(=O)NCCCc2ccccc2)cc1	-2
85	CN(C(=O)c1ccc(S(=O)(=O)NC2CCCC2)cc1)C1CCCCC1	-3
86	O=S1(=O)CC=C(CSc2nc3ccccc3[nH]2)C1	-3
87	Cc1ccccc1CSc1nncn1N	-13
88	Cc1onc(-c2ccccc2)c1C(=O)NCc1cccnc1	-3
89	Cc1ccc(CNC(=O)NC2CCCCC2)cc1	-5
90	Nc1ncnc2c1cnn2-c1ccccc1	5

Next section:
entry	SMILES	RAD54 branch
91	CCC(C)[C@H](N)c1nnc(SCC(=O)Nc2cccc(Cl)c2)o1 (some centres not stated)	0
92	COc1ccccc1N1CCN(C(=O)c2c(-c3c(Cl)cccc3Cl)noc2C)CC1	0
93	Cn1c(=O)oc2cc(S(=O)(=O)Nc3ccc4c(c3)OCCO4)ccc21	-5
94	COc1ccccc1OCCCn1c(=O)oc2ccccc21	-8
95	C/C(NC1CCCC1)=C(/C#N)C(N)=O	7
96	CC1=C(n2nnc3ccccc32)C(c2ccccc2)C(C#N)=C(N)O1 (configuration not stated)	-4
97	COc1ccccc1NC(=O)N(CCN(C)C)Cc1cc2cc(C)ccc2[nH]c1=O	4
98	Cn1c(NCC(O)CO)nc2c1c(=O)n(Cc1ccc(Cl)c(Cl)c1)c(=O)n2C (configuration not stated)	9
99	Cc1cccc2cc(C#N)c(SCC(=O)NNC(=O)Cc3ccccc3)nc12	2
100	CC(Sc1nnc(-c2ccc(O)cc2)o1)C(=O)Nc1cccc2ccccc12 (configuration not stated)	-16
101	CCn1ncc(/C=N/O)c1C	-11
102	Clc1ccc(Sc2oc(/C=N/n3cnnc3)cc2Br)cc1	-2
103	C#CCCOC(=O)N1C2=NC(C(=O)OC)=C(C(=O)OC)[C@@H]3N(Cc4ccccc4)c4ccccc4[C@]23C[C@H]1C(=O)OC	-7
104	C=CCn1c2ccccc2c2nnc(SC(CC)C(=O)Nc3nc(C)c(C(=O)OCC)s3)nc21 (configuration not stated)	-1
105	Cc1nn(Cc2n[nH]c(=S)n2Cc2ccccc2)c(C)c1Cl	5

The list continues:
entry	SMILES	RAD54 branch
106	CCCCCCn1c(CN2CCN(Cc3ccccc3)CC2)nc2c1c(=O)n(C)c(=O)n2C	-11
107	COc1ccc(CNc2oc(COc3ccc(Cl)cc3)nc2C#N)cc1	-9
108	O=C(c1ccc2c(=O)n(Cc3ccco3)c(=S)[nH]c2c1)N1CCN(Cc2ccccc2)CC1	-13
109	N#Cc1c(NCCCO)nc(-c2ccco2)c2c1CCCC2	-5
110	Cc1ccc(-n2c(-c3ccccc3)nnc2-c2cccs2)cc1	7
111	Cc1ccc(S(=O)(=O)CCc2nnc(NC(=O)C3CCCO3)s2)cc1 (configuration not stated)	2
112	COCCn1c(NCc2ccc(C)cc2)nc2c1c(=O)[nH]c(=O)n2C	0
113	Cc1c(C(=O)NCc2ccccn2)sc2nc(-c3ccc(F)cc3)cn12	-9
114	COc1ccc(CC(=O)Nc2c3c(nn2-c2cccc(Cl)c2)CS(=O)(=O)C3)cc1	-15
115	C=CCn1cccc(C(=O)Nc2ccc(OC)c(Cl)c2)c1=O	3
116	CC1(C)OC(=O)N(c2cccnc2)C1(C)O (configuration not stated)	-4
117	C=CC1CN(C(=O)OCC(Cl)(Cl)Cl)C2CC3c4ccc(OC)cc4NC3C3CC1C2CO3 (configuration not stated)	-2
118	CC(C)CCNC(=O)NC(=O)COc1ccccc1C#N	11
119	CCc1ccccc1NC(=O)CSc1nc2ccccc2n1CC(=O)N(C)C	-2
120	Cc1cc(C(=O)COC(=O)C2COc3ccccc3O2)c(C)n1CC1CCCO1 (configuration not stated)	-1

Remaining list, next part.
entry	SMILES	RAD54 branch
121	CSc1cccc(-n2c(C)cc(C(N)=O)c2C)c1	-5
122	CNC(=S)NNC(=O)c1cccn(Cc2ccc(Cl)c(Cl)c2)c1=O	2
123	COc1cccc(/C=C2\SC(=S)N(CCCC(=O)Nc3cccc(C(=O)O)c3)C2=O)c1	9
124	O=C(NC(NC(=O)c1ccccc1)C(=O)c1ccccc1)c1ccccc1	-11
125	Cc1nn(-c2ccccc2)c2c1C1(C(=O)Nc3ccccc31)N1C(=N2)Sc2ccccc21 (configuration not stated)	7
126	Cc1onc(-c2c(F)cccc2Cl)c1C(=O)NCc1ccco1	1
127	COc1ccc(-n2c(C)cc(SC)c(C(C)=O)c2=S)cc1	-1
128	CCCCOC(=O)Sc1nc2ccccc2o1	-4
129	S=c1nc(C2CCCCC2)[nH][nH]1	2
130	COc1cc(NC(=O)CSc2nc3ccccc3cc2Cc2ccccc2)cc(OC)c1	7
131	Cc1ccc(CNc2ccc(Cl)cc2[N+](=O)[O-])cc1	-3
132	Oc1ccc(/C=N/Nc2cc(N3CCCC3)nc(N3CCCC3)n2)cc1	4
133	CC(=O)N1CC2(C)CN(C(C)=O)CC(C)(C1)C2	-1
134	O=C(Nc1ccc(N2CCOCC2)c(Cl)c1)c1ccco1	-3
